# Bioassay records: PubChem, Sanford-Burnham Center for Chemical Genomics
# ER stress surv = ER stress cell death inhibition; CSM14.1 thapsigargin ER stress survival, ATP luminescence; relative survival (cellular ATP), % at 15 µg/mL (by protocol); 0.33% of 48,000 active; AID 1010;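 active = survival measured by cellular ATP above 50% at 15 µg/ml in the first screen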;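 note: cell death triggered by about 15 µM thapsigargin; ATP read 24 h after thapsigargin was added; plate controls were thapsigargin with DMSO for no effect and DMSO without thapsigargin for full effect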
# * hit, by the source's call. A portion of the library; count on the stated rates, not on these rows.
SMILES,ER stress surv
Cc1ccc(S(=O)(=O)NC(C)C2C3CC4CC(C3)CC2C4)cc1 (stereo unspecified),13
O=C(/C=C/c1ccc(Br)cc1)N1CCN(c2ccc([N+](=O)[O-])cc2)CC1,2
COc1ccc(N=Nc2c(N)n[nH]c2N)cc1,4
COc1cc(/C=N\NC(=O)c2ccc([N+](=O)[O-])cc2)ccc1OC(=O)c1cccc2ccccc12,8
COc1cc(Br)cc(/C=C2/C(=O)NN(c3ccccc3)C2=O)c1O,1
COC(=O)c1ccc(-c2ccc(/C=C3\C(=O)NN(c4ccccc4)C3=O)o2)cc1,3
O=C(COc1cccc(Cl)c1)N/N=C/c1c(Br)cc(Br)c(O)c1Br,-9
c1ccc(OCCCCn2ccnc2)cc1,5
O=C(/C=C/c1cc(Br)cs1)Nc1ccccc1,-7
O=C(Nc1ccc(Cl)cc1C(F)(F)F)c1ccc(I)cc1,13
CC(NS(=O)(=O)c1cccc([N+](=O)[O-])c1)C1C2CC3CC(C2)CC1C3 (stereo unspecified),15
Cc1ccc(-c2cc3nc4c(c(=O)n3[nH]2)CCCC4)cc1,-4
COc1cccc(/C=C2\SC(=Nc3cccc(Cl)c3C)NC2=O)c1,-6
COc1ccc(Br)cc1/C=N/NC(=O)c1c[nH]c2ccccc12,2
CCC(C(=O)Nc1ccccc1)c1ccccc1 (stereo unspecified),6
Cc1cc(Cn2c(C)nc3ccccc32)c(C)cc1Cn1c(C)nc2ccccc21,9
CC(=O)Nc1ccc(S(=O)(=O)NCCC(C)C)cc1,3
CN(C)c1ccc(N=Cc2ccco2)cc1,0
O=C(COc1ccccc1)N/N=C/c1ccccc1Cl,-1
O=C(Nc1cc([N+](=O)[O-])ccc1Cl)c1cc2ccccc2o1,7
COc1ccc(/C=C/C(=O)c2ccc(C)cc2)cc1[N+](=O)[O-],-2
CCOc1cc(OCC)cc(C(=O)N2CCN(c3ccc([N+](=O)[O-])cc3)CC2)c1,0
CC1=NN(c2ccccc2)C(=O)/C1=C\c1ccccc1Cl,4
Cc1cccc(-n2c(C)cc(/C=N/NC(N)=O)c2C)c1,3
O=C(NCc1ccccc1)c1ccc(C2SCC(=O)N2Cc2ccccc2)cc1 (stereo unspecified),10
# (further entries)
SMILES,ER stress surv
O=C(O)/C=C/c1ccc(-c2ccc(Cl)c(Cl)c2)o1,4
Cc1ccc(OCC(=O)Nc2ccc(I)cc2Cl)c(C)c1,3
COc1ccccc1NC(=O)c1cc2cc(Br)ccc2oc1=O,3
Cc1ccc(-n2c(C)cc(/C=N/NC(=O)c3ccncc3)c2C)cc1,0
O=C(Nc1ccccc1C(=O)NCc1ccccc1)c1ccccc1Cl,13
CCCOc1cccc(C(=O)Nc2cc(OC)c(OC)cc2C(=O)O)c1,1
CCOC(=O)C1=C(C)NC(=O)NC1c1cc(OC)c(OC)cc1OC (stereo unspecified),8
CCCC(=O)NS(=O)(=O)c1ccc(NS(=O)(=O)c2ccc(C)cc2)cc1,0
COc1cc([N+](=O)[O-])ccc1NC(=O)c1ccccc1,2
COc1ccc(C(NC(=O)C(c2ccccc2)c2ccccc2)NC(=O)C(c2ccccc2)c2ccccc2)cc1OC,5
COc1ccc(C2Nc3ccccc3C(=O)N2Cc2ccccc2)cc1CN1C(=O)c2ccccc2C1=O (stereo unspecified),8
CCCOC(=O)c1ccc(NC(=O)c2cc(Br)ccc2OC)cc1,5
C=CCOc1ccc(/C=C2\C(=O)NC(=S)N(c3ccccc3)C2=O)cc1OC,-2
O=C1c2ccccc2CN1c1nccs1,-1
COc1cccc(C2C(C(=O)/C=C/c3ccccc3)=C(O)C(=O)N2CCCCCC(=O)O)c1 (stereo unspecified),-4
Cc1cc2c3c(ccc(C)c3n1)N=CN2c1ccccc1,14
CCOc1ccccc1/C=C/C(=O)c1ccc(Cl)cc1,-2
Brc1ccc(C=NN2CCN(Cc3ccccc3)CC2)cc1,-5
Cc1ccc(C(=O)/C=C/c2cn(Cc3ccccc3)c3ccccc23)cc1,-1
COc1ccc2c(c1)N(C(N)=S)C(C)(C)C=C2C,-12
COC(=O)CN1C(c2ccccc2OC)Nc2ccc(Br)cc2C1c1ccccc1 (stereo unspecified),1
O=C(Nc1ccc2nn(-c3cccc([N+](=O)[O-])c3)nc2c1)c1ccccc1Br,10
Nc1ccccc1N=Cc1nc(-c2ccccc2)oc1O,0
COc1cccc(/C=C2\SC(=O)N(c3ccc(Cl)cc3)C2=O)c1O,-6
COc1ccccc1CN1CCN(C2CCCCC2)CC1,-6

# Looked up one by one from above, five records:
SMILES,ER stress surv
COC(=O)CN1C(c2ccccc2OC)Nc2ccc(Br)cc2C1c1ccccc1 (stereo unspecified),1
Cc1ccc(OCC(=O)Nc2ccc(I)cc2Cl)c(C)c1,3
COc1ccc2c(c1)N(C(N)=S)C(C)(C)C=C2C,-12
COc1ccccc1CN1CCN(C2CCCCC2)CC1,-6
CCCOc1cccc(C(=O)Nc2cc(OC)c(OC)cc2C(=O)O)c1,1

# The list continues.
SMILES,ER stress surv
CC(C)(CN1CCN(CC(C)(C)NS(=O)(=O)c2ccccc2)CC1)NS(=O)(=O)c1ccccc1,17
O=C1CN(S(=O)(=O)c2cccc([N+](=O)[O-])c2)CC(=O)N1,4
Oc1ccc(/C=N/Nc2nncc(-c3ccccc3)n2)c(O)c1O,-1
COc1cc(/C=C2/C(=O)NC(=O)N(c3cccc(C)c3)C2=O)cc(Cl)c1O,0
O=P(COc1ccccc1)(c1ccccc1)c1ccccc1,-1
O=C(O)C1CCC(=O)N1C1c2ccccc2Oc2ccccc21 (stereo unspecified),5
Cc1c(C(c2ccc(I)o2)c2c(C)n(C)n(-c3ccccc3)c2=O)c(=O)n(-c2ccccc2)n1C,14
COc1ccc(CCNC(=O)c2ccc(C#Cc3ccccc3)cc2)cc1OC,5
O=C1NC(=S)N(c2cccc(Br)c2)C(=O)/C1=C/c1ccccc1O,3
O=C(c1cc2nc(-c3ccc([N+](=O)[O-])cc3)cc(C(F)(F)F)n2n1)N1CCCC1,-3
CCN=C1SC(CC(=O)Nc2cccc(C(F)(F)F)c2)C(=O)N1CC (stereo unspecified),8
COc1cc(C2NC(=S)NC(C)=C2C(=O)Nc2ccc(Br)cc2)ccc1O (stereo unspecified),-1
O=[N+]([O-])c1c(Cl)cc(O)c2c1C1C=CCC1C(c1ccc(Br)cc1)N2 (stereo unspecified),17
CN(C)/C=C1\N=C(c2ccccc2Cl)OC1=O,-2
CCc1ccc(N2CC(C(=O)Nc3ccc(Br)cc3)CC2=O)cc1 (stereo unspecified),4
O=C(Nc1ccc(Cl)cc1)C(=O)NC1CC1,3
O=C(O)c1c(-c2ccccc2)oc2ccc(OCc3ccccc3F)cc12,1
Cc1cc(C)c(NC(=O)C(C)Oc2cccc(Cl)c2)c(C)c1 (stereo unspecified),11
O=C(O)c1cccc(N2C(=O)C3C4C=CC(CC4)C3C2=O)c1 (stereo unspecified),-3
O=C(Nc1nc(-c2ccc(Cl)cc2)cs1)C1CC1,2
O=C(O)C1CC=CCC1C(=O)Nc1cccc(O)c1 (stereo unspecified),11
CCOC(=O)C1=C(O)CSC1=Nc1ccc(C)cc1,-4
NS(=O)(=O)c1ccc(CNC(=O)c2ccc(-c3ccccc3)cc2)cc1,-3
CCOC(=O)C1=C(C)NC(=O)NC1c1ccc(N(C)C)cc1 (stereo unspecified),16
COc1cc(C(=O)Nc2ccc(/C=C/C(=O)c3ccccc3)cc2)cc(OC)c1OC,5

# An excerpt from above in order of length of the SMILES, rising.
SMILES,ER stress surv
O=C(O)C1CC=CCC1C(=O)Nc1cccc(O)c1 (stereo unspecified),11
Cc1cc(C)c(NC(=O)C(C)Oc2cccc(Cl)c2)c(C)c1 (stereo unspecified),11
CCc1ccc(N2CC(C(=O)Nc3ccc(Br)cc3)CC2=O)cc1 (stereo unspecified),4
O=C(O)c1cccc(N2C(=O)C3C4C=CC(CC4)C3C2=O)c1 (stereo unspecified),-3
NS(=O)(=O)c1ccc(CNC(=O)c2ccc(-c3ccccc3)cc2)cc1,-3

# The listing continues:
SMILES,ER stress surv
O=C(Cc1ccccc1)Nc1ncc(Cc2ccc(F)cc2)s1,9
O=C(Nc1ccccc1C(=O)Nc1ccncc1)c1ccccc1,6
CC(C)CC(=O)N1CCN(C2CCC(C)CC2)CC1 (stereo unspecified),3
CCn1nnnc1-c1ccc(OC)c(S(=O)(=O)Nc2ccc(Br)cc2)c1,2
Cc1ccc(NCC(=O)N/N=C\c2cc(Cl)cc(Br)c2O)cc1,0
CCOC(=O)COc1ccc2cc(-c3nc4ccccc4o3)c(=O)oc2c1,-1
Cc1ccc(-c2nc(O)c(C3=c4cc(C)cc(C)c4=NC3=O)s2)cc1,3
O=C(Cc1ccc(F)cc1F)Nc1cccc2ccccc12,-6
COc1ccc(CNC(=O)CN(c2ccc(C)cc2C)S(=O)(=O)c2ccc(C)cc2)cc1,1
COc1ccc2[nH]c(C)c(C/C=C(/C)Cl)c(=S)c2c1,-2
O=C(c1ccncc1)N1N=C(c2ccncc2)CC1(O)C(F)(F)F (stereo unspecified),1
Cc1ccc(C(=O)Nc2ccccc2C(=O)NC(Cc2ccccc2)C(=O)O)cc1 (stereo unspecified),8
O=C(Cc1ccccc1)Nc1cccc(NC(=O)c2ccc(Cl)cc2Cl)c1,-1
Clc1ccc(-c2nnc(-c3cccs3)o2)cc1,-5
O=C(Nc1cccc(C(F)(F)F)c1)c1nn2c(c1Cl)NC(c1ccccc1)CC2C(F)(F)F (stereo unspecified),6
Cc1ccoc1C(=O)Nc1ccc2ccccc2c1,-1
Cc1ccc2nc(/N=C(/N)NC(=O)Cc3ccccc3)nc(C)c2c1,1
COc1ccc(C(=O)N/N=C/c2ccc(Sc3nnnn3-c3ccccc3)o2)cc1OC,2
COc1ccc(/C=N/Nc2ncc(Br)cn2)cc1,7
CCCCOC(=O)c1ccc(N2CCOCC2)cc1,3
CCOC(=O)c1sc(NC(=O)c2ccc(Cl)cc2Cl)c(C(N)=O)c1C,8
O=C(Nc1ccc(Cl)cc1)Nc1nnc(/C=C/c2ccccc2Cl)s1,6
COc1cccc(/C=C2\SC(N3CCCCC3)=NC2=O)c1OC,0
Cc1ccc2nc(NC(=O)C3CCCN3C(=O)OC(C)(C)C)sc2c1 (stereo unspecified),-3
CCOC(=O)C1=C(O)/C(=C/c2cc(C)n(-c3cccc(Br)c3)c2C)N=C1C,-7
# Additional records:
SMILES,ER stress surv
COc1ccc(C2NC(c3ccc(OC)c(OC)c3)C(C)C(=O)C2C)cc1OC (stereo unspecified),4
CCOc1ccc(N(CC(=O)NCC2CCCO2)S(C)(=O)=O)cc1 (stereo unspecified),0
Cc1c(C#N)c(=O)ncn1-c1ccc(Br)cc1,0
Cc1ccc(-c2nc3ccccn3c2NC(=O)c2ccc(Cl)cc2)cc1,0
O=[N+]([O-])c1ccc(-c2noc(-c3ccccc3Br)n2)cc1,15
COc1cc(NC(=O)COc2cccc(C)c2)c(C(=O)O)cc1OC,8
CCC(=O)Nc1ccc(NC(=O)c2ccc(Cl)c(Cl)c2)cc1,-2
Cc1ccc(-c2nnc3s/c(=C\c4ccccc4Cl)c(=O)n23)cc1,9
C=C(C)COc1ccc2c(CC)cc(=O)oc2c1,11
COc1ccccc1NC(=O)CSc1nc2ccc(N3C(=O)c4ccccc4C3=O)cc2s1,4
O=C(O)CCC(=O)Nc1cccc(-c2cn3ccccc3n2)c1,-5
CC(=O)Oc1cc(OC(C)=O)c2c(C)cc(=O)oc2c1,3
Cc1ccccc1NC(=O)C1CC(=O)N(c2cccc([N+](=O)[O-])c2)C1 (stereo unspecified),1
Nc1nnc(SCc2ccc(Cl)c(Cl)c2)s1,-4
CC1=NN(c2ccc(C)cc2)C(=O)/C1=C\c1ccc2c(c1)OCO2,1
O=C(O)c1cc(-c2cccc([N+](=O)[O-])c2)nc2ccccc12,6
O=C(CSc1n[nH]c(=O)[nH]c1=O)c1ccccc1[N+](=O)[O-],10
COc1ccc(C(N)=O)cc1NC(=O)c1cc(C(F)(F)F)cc(C(F)(F)F)c1,-6
COc1ccccc1N1CCN(/N=C/c2ccc(-c3ccccc3)cc2)CC1,4
COC(=O)c1cc(NC(=O)c2ccc(C(C)C)cc2)cc(C(=O)OC)c1,2
O=c1/c(=C/c2cccc(C(F)(F)F)c2)sc2nc3ccccc3n12,-2
O=C(CSc1ncn(-c2ccccc2)n1)c1ccc(Br)cc1,10
N/C(Cc1cccc2ccccc12)=N\OC(=O)c1cccs1,-7
COc1ccccc1C1/C(=C(/O)c2ccccc2)C(=O)C(=O)N1c1cccc([N+](=O)[O-])c1 (stereo unspecified),10
O=S(=O)(c1ccc(C2=CSC3=NCCN23)cc1)N1CCCCC1,-4
# Next part
SMILES,ER stress surv
CCOC(=O)C(CCOCCOc1c(Cl)cc(Cl)cc1Cl)C(=O)OCC,0
CCOCCOC(=O)C1=C(C)NC2=C(C(=O)CCC2)C1c1ccc(OC)c(O)c1 (stereo unspecified),-2
O=C(c1ccc(Cl)c(Cl)c1)N1CCN(c2ccc([N+](=O)[O-])c3cccnc23)CC1,2
Cc1c(OCC(=O)c2ccccc2)ccc2c3c(c(=O)oc12)CCC3,10
CC(C)c1ccc(-c2nn(-c3ccccc3)cc2-c2nnc(N)o2)cc1,-7
O=C(COC(=O)c1ccc(S(=O)(=O)N2CCCCC2)cc1)c1cccc([N+](=O)[O-])c1,3
O=C(Nc1ccc(Br)cc1F)C(Sc1ccccc1)c1ccccc1 (stereo unspecified),7
CCOc1ccc(/C=C(\NC(=O)c2cccc(Br)c2)C(=O)N2CCCCCC2)cc1,1
Cc1cc(C)nc(Sc2nc(Nc3ccccc3)nc(Sc3nc(C)cc(C)n3)n2)n1,-1
Cc1ccc(CC(C)CC(=O)NCCc2ccc3c(c2)OCO3)cc1 (stereo unspecified),1

# Reformatted: entries from further up
Structure: O=C(Nc1ccc2nn(-c3cccc([N+](=O)[O-])c3)nc2c1)c1ccccc1Br
  ER stress surv: 10
Structure: COc1ccc(CNC(=O)CN(c2ccc(C)cc2C)S(=O)(=O)c2ccc(C)cc2)cc1
  ER stress surv: 1
Structure: Cc1cc(C)c(NC(=O)C(C)Oc2cccc(Cl)c2)c(C)c1 (stereo unspecified)
  ER stress surv: 11
Structure: O=C(Nc1cc([N+](=O)[O-])ccc1Cl)c1cc2ccccc2o1
  ER stress surv: 7
